MITF primary: human MITF inhibition, primary screen. hit rate 0.91% among 650,000. O75030. inhibition, % at 2.6 µM. AlphaScreen MITF homodimerization, bead proximity signal; in the data active = inhibition above about 50%;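 also: 0% = vehicle wells with protein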
Target sequence (O75030 whole entry, looked up): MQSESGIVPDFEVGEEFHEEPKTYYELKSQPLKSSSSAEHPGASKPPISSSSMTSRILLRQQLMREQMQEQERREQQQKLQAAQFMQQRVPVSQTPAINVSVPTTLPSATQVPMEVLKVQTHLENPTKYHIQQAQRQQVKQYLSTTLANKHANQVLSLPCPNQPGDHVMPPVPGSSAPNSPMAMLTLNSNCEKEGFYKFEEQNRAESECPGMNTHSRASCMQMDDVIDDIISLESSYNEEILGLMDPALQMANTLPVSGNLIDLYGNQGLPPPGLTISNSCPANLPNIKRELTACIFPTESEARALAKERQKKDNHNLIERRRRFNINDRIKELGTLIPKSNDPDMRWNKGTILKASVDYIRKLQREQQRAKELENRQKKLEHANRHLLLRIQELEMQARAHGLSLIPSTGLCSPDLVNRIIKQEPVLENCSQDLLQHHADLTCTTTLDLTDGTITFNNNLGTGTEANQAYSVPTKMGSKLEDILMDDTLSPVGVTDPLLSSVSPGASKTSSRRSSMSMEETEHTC
FBW7 act: activators of human E3 ligase FBW7. normalized activity (activation), % at 26.1 µM. Q969H0. AID 1259310. AlphaScreen FBW7–phospho-cyclin E peptide binding, activator screen. hit rate 0.13% among 650,000; in the data active = normalized activity above about 1.9%;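 also: purified mutant Fbw7 with reduced substrate affinity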
TEAD-YAP inh: TEAD-YAP interaction inhibition; HEK-TIYL cells, TEAD-Gal4/YAP UAS-luciferase luminescence; inhibition, % at 9.12 µM; hit rate 1.4% among 640,000; AID 1259422; in the data active = inhibition above about 32%;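 also: 0% = median of test compound wells and 100% = reference inhibitor wells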
GPR151 ag: human GPR151 activation; Q8TDV0; PathHunter beta-arrestin GPR151 cells, luminescence; activation, % at 11.2 µM; hit rate 1% among 650,000; AID 1508602; in the data active = activation above about 4.9%;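 also: 0% = median of compound wells and 100% = cells with positive control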
Target sequence (Q8TDV0 whole entry, looked up): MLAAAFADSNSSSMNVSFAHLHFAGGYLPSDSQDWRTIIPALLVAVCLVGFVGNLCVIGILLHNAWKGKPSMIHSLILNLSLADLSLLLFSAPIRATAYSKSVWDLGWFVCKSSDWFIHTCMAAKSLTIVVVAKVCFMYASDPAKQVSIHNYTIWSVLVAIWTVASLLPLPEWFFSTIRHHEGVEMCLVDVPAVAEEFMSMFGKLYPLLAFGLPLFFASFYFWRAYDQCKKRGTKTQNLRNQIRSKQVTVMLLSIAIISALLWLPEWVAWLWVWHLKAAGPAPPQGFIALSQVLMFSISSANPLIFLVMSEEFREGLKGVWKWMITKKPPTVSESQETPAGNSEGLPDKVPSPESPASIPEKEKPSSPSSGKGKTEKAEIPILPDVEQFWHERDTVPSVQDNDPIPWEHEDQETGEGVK
An asterisk follows results filed as active; · = no result given.

SMILES	MITF primary	FBW7 act	TEAD-YAP inh	GPR151 ag
CCN(CC)C(=S)Nc1ccccc1Br	22.4	0.4	-1.0	-1.7
O=C(NC1CCCC1)c1ccc(Sc2ccc(Br)cc2)c([N+](=O)[O-])c1	3.5	-0.1	-1.1	-2.4
CN1CCN(CCNC(=O)c2cccnc2-n2ncc3cc(Nc4c(Cl)cccc4Cl)ccc32)CC1	37.2	0.1	-13.4	2.5
Cn1nccc1Nc1nc(NCCCN2CCCC2=O)c2ncn(CCN3CCCC3=O)c2n1	13.7	0.1	-0.2	-0.7
Cc1ccc(Nc2cc(=O)[nH]c(=O)[nH]2)cc1	-2.3	-0.1	-2.9	-0.6
Cc1c(CN2CCN(CCC(C)C)C(CCO)C2)c(=O)n(-c2ccccc2)n1C (stereo not given)	-4.4	-0.1	3.2	-0.6
CSc1nnc(CNC(=O)Cn2nccc2C)n1Cc1ccccc1	6.0	-0.2	-5.6	1.9
COc1cccc2cc(C(=O)Nc3c(C)n(C)n(-c4ccccc4)c3=O)c(=O)oc12	8.7	0.1	-6.2	-1.3
COc1cc2nc(NCc3cccnc3)nc(NCc3cccc(C(F)(F)F)c3)c2cc1OC	12.1	0.8	10.1	0.9
CCCCOc1ccc(C(=O)NC2CCN(C)CC2)cc1	1.2	0.3	-8.7	1.0
Cc1c(N=Cc2ccc(O)cc2O)cccc1[N+](=O)[O-]	-0.4	-0.1	3.7	-0.1
C=CCOc1ccc(C2/C(=C(\O)c3ccc(OCC=C)cc3C)C(=O)C(=O)N2c2nc(C)c(C(=O)OCC)s2)cc1 (stereo not given)	-0.1	0.1	-11.9	-0.2
CCCN1CCN(CCCNC(=O)CSc2cc(=O)n(CC)c3ccccc23)CC1	11.5	0.2	11.6	0.1
C(=C\c1ccccc1)/COc1ccccc1	-4.9	-0.1	0.6	1.4
Cn1c(=O)[nH]c(=O)c2c1nc(N1CCC(C(N)=O)CC1)n2CCCSc1ncccn1	-4.8	0.0	0.2	-1.2
Cc1ccc(C(=O)Oc2cccc3cccnc23)cc1[N+](=O)[O-]	16.9	0.2	7.0	-1.1
CCOC(=O)C1=C(O)/C(=C\c2ccc(C(C)C)cc2)N=C1C	11.9	1.1	-4.0	-0.8
O=C(O)c1cccnc1SC1CC(=O)N(c2ccc([N+](=O)[O-])cc2)C1=O (stereo not given)	4.2	0.0	0.4	1.2
COc1cccc(C2N(C)c3ccccc3N2C)c1OC	-0.3	-0.1	28.3	0.6
CN1CC(C(=O)Nc2ccc(-c3cn4c5c(nnc4n3)CCCC5)cc2)CC1=O (stereo not given)	-11.9	-0.2	-7.3	2.7
CSc1cccc(NC(=S)N(CCCN2CCCC2)Cc2cccs2)c1	20.0	0.3	-9.0	1.7
COc1cc(/C=C(\NC(C)=O)C(=O)Nc2ccc(NC(C)=O)cc2)ccc1OC(C)=O	-15.1	-0.1	-7.0	-0.4
Fc1cccc(CSc2ncnc3ccccc23)c1	-13.7	0.1	0.9	-1.2
O=C(COc1ccccc1)NCc1nnc(SCC(=O)N2CCc3ccccc32)n1-c1ccc(F)cc1	-11.6	-0.1	-4.0	0.4
CCc1c(C)nc2cc(-c3cccc(Br)c3)[nH]n2c1=O	15.1	0.0	-58.9	0.9
CCN(CC)C(=O)/C(=C\c1ccccc1)NC(=O)c1ccc(C)cc1	30.1	0.1	-0.2	1.4
CCC(C)NC(=O)CSc1nc2n[nH]c(C)c2c(=N)n1-c1cccc(Cl)c1 (stereo not given)	-2.1	0.0	-11.6	-0.8
O=C1OC(c2ccccc2)=N/C1=C/c1ccco1	2.8	-0.1	-6.5	0.4
O=C(Nc1ccccc1F)C1CCCCC1	7.5	0.0	-3.9	0.0
COc1ccc(N2C(=O)c3ccc(C(=O)O)cc3C2=O)cc1NC(=O)c1ccccc1	7.7	-0.3	-4.8	-1.3
CCN(CC)S(=O)(=O)c1csc(C(=O)Nc2ccccc2[N+](=O)[O-])c1	9.7	-0.1	-1.6	1.1
COc1ccc(-c2cc3nc(C)c(CCC(=O)Nc4cccnc4)c(C)n3n2)c(OC)c1	-8.1	0.0	-3.4	-0.3
O=C(O)c1ccccc1N=Cc1c(O)[nH]c2ccccc12	10.3	-0.2	-2.1	-1.8
CCCCC[C@](C)(O)/C=C/[C@H]1[C@H](O)CC(=O)[C@@H]1C/C=C\CCCC(=O)O	-11.1	·	·	0.7
CCSC1=NN2CCS(=O)(=O)N=C2S1	15.2	0.4	1.0	0.5
CCC(=O)N1CCN(c2nc(C(C)C)nc3sc4c(c23)CCCC4)CC1	3.0	0.2	5.6	-0.2
CCOc1ccc(C(=O)Nc2ccc(-c3nc4cc(Cl)ccc4o3)cc2)cc1Br	15.2	1.2	-1.0	-1.4
CCNc1cc2oc(=O)sc2cc1C	2.0	0.0	5.7	0.6
COc1c(OC(C)=O)ccc(/C=N/NC(=O)CNc2ccccc2)c1[N+](=O)[O-]	-20.1	-0.3	24.2	0.2
CCn1c2ccccc2c2nnc(SCC(=O)Nc3ccc(Br)cn3)nc21	4.8	-0.2	9.1	1.1
COc1ccc(NC(=O)C(c2ccccc2)N(C)C(=O)Cc2cccs2)cc1 (stereo not given)	1.9	0.1	-22.5	-0.2
CCn1c(N2CCN(N=O)CC2)nc2c1c(=O)n(C)c(=O)n2C	16.2	1.5	-1.4	0.0
Cc1[nH]c2ccccc2c1/C=N\NC(=O)c1cncc(Br)c1	8.9	0.0	5.0	0.9
COc1ccccc1N(C)CCNC(=O)c1sc2ncnc(N3CCOCC3)c2c1C	0.7	-0.1	-6.9	0.3
COc1cc(C2NC(=O)NC(C)=C2C(=O)OC(C)(C)C)cc(OC)c1OC (stereo not given)	-7.7	-0.2	-1.8	-1.4
c1ccc(OCCNc2nc(-c3cccs3)nc3c2ncn3-c2ccccc2)cc1	18.7	0.0	3.7	-1.6
CCOC(=O)C1=C(C)N=c2s/c(=C/c3cc(Cl)ccc3O)c(=O)n2C1c1cccs1 (stereo not given)	-8.0	0.0	-10.4	-0.1
CCOCCCNC(=O)/C(C#N)=C/c1cc(Br)c(O)c(OC)c1	8.5	-0.2	9.0	0.0
CC(=O)N1N=C(c2ccco2)CC1c1ccc(Cl)o1 (stereo not given)	13.3	0.3	5.7	-0.1
O=C(CSc1nc2ccc(Nc3nc(N4CCOCC4)nc(N4CCOCC4)n3)cc2s1)NCc1ccco1	11.1	-0.1	-2.3	1.4

Laid out differently: entries from further up.
Order of values – MITF primary, FBW7 act, TEAD-YAP inh, GPR151 ag
> Cn1c(=O)[nH]c(=O)c2c1nc(N1CCC(C(N)=O)CC1)n2CCCSc1ncccn1
→ -4.8, 0.0, 0.2, -1.2
> Cc1ccc(C(=O)Oc2cccc3cccnc23)cc1[N+](=O)[O-]
→ 16.9, 0.2, 7.0, -1.1
> CCOC(=O)C1=C(O)/C(=C\c2ccc(C(C)C)cc2)N=C1C
→ 11.9, 1.1, -4.0, -0.8
> O=C(O)c1cccnc1SC1CC(=O)N(c2ccc([N+](=O)[O-])cc2)C1=O (stereo not given)
→ 4.2, 0.0, 0.4, 1.2
> COc1cccc(C2N(C)c3ccccc3N2C)c1OC
→ -0.3, -0.1, 28.3, 0.6
> CN1CC(C(=O)Nc2ccc(-c3cn4c5c(nnc4n3)CCCC5)cc2)CC1=O (stereo not given)
→ -11.9, -0.2, -7.3, 2.7

Remaining list, next part
SMILES	MITF primary	FBW7 act	TEAD-YAP inh	GPR151 ag
CNC(=S)N1CCC(C(=O)NC(c2ccccn2)c2ccccc2C)CC1 (stereo not given)	13.8	0.6	7.3	-0.7
Cc1ccc(CN2CCC3(CC2)CC3C(=O)NCc2cccnc2)c(C)c1 (stereo not given)	9.7	0.0	-3.3	0.2
Cc1cccc(NC(=S)NCCN(C)C)c1	10.0	0.0	6.5	-0.8
Cc1ccc(C)c(CSc2ncnc3c2nnn3Cc2ccccc2)c1	2.5	-0.1	8.9	0.0
O=C(NCCN1CCOCC1)C1CCN(c2ccc(Nc3ccncn3)nn2)CC1	10.2	-0.1	-0.2	0.5
COc1ccc(-c2noc(CN(C(=O)c3ccccc3OC)C(C)C)n2)cc1	5.7	-0.2	0.9	1.1
Cc1[nH]c2ccccc2c1Cc1n[nH]c(=S)o1	19.2	-0.1	-6.7	-0.8
COc1ccc(C2=C/C(=C/c3cccc(OC)c3OC(C)=O)C(=O)O2)cc1	5.8	-0.1	-4.5	-0.2
CCOc1cc(/C=C(\C#N)C(=O)c2ccccc2)ccc1OCCn1c([N+](=O)[O-])cnc1C	5.4	-0.1	-8.2	8.9*
CCc1ccc(NC(=O)c2ccc(N3CCCCC3)c([N+](=O)[O-])c2)cc1	-7.1	-0.3	-16.4	-0.4
O=C(CC1CCCC1)N1CC[C@H]2[C@H](CCC(=O)N2Cc2ccc3c(c2)OCO3)C1	-0.2	0.1	-23.6	1.2
Cc1ccccc1-n1c(SCC#N)nnc1-c1cccnc1	0.9	0.0	-14.6	-1.5
COc1ccc(CCNC(=O)c2ccccc2Br)cc1	-6.7	0.1	-8.2	-1.2
Cc1ccc(C(=O)N/C(=C\c2ccco2)C(=O)NCCN2CCOCC2)cc1C	-12.8	-0.1	10.3	-2.4
CCCC(=O)Nc1ccc(NC(=O)Cc2ccccc2)cn1	-10.1	-0.1	-5.5	2.2
Cc1ccc(CSc2nc3nc[nH]c3c(=O)[nH]2)cc1	2.8	0.0	16.2	1.9
COc1ccc(NC(=S)NN)cc1Cl	7.9	0.0	3.6	-0.5
O=CN1CCN(S(=O)(=O)c2ccc3c(c2)C(=O)c2cc(S(=O)(=O)N4CCN(C=O)CC4)ccc2-3)CC1	12.4	0.2	1.2	0.3
CN(C)CCCN1C(=O)C(=O)/C(=C(\O)c2ccc(S(=O)(=O)N(C)C)cc2)C1c1ccco1 (stereo not given)	-38.1	-0.1	-3.6	0.8
COc1ccc(NC(=O)C2(NS(=O)(=O)c3cccc4cccnc34)CCCCC2)cc1	9.3	0.0	9.1	3.0
CCOC(=O)c1cnc2cc(OC(=O)c3ccccc3)nn2c1C	-0.3	0.5	-4.0	-0.3
CCOC(=O)c1sc(N)c(C#N)c1COC(=O)c1ccc(OCC2CCCO2)cc1 (stereo not given)	3.5	-0.1	-0.6	1.9
O=C(c1ccc(Cn2cc(Cl)cn2)cc1)N1CCN(c2ccccc2)CC1	8.0	1.5	-10.0	-0.4
COC(=O)/C(=C/c1ccc([N+](=O)[O-])cc1)NC(=O)c1ccc(C)cc1	-17.1	0.0	-0.7	3.2
COc1cc(/C=N\NC(=O)Cc2cccs2)cc(OC)c1O	5.9	0.2	5.2	-0.4
CCC(C)CC(=O)Nc1nc2c(s1)C(=O)CC(C(=O)NC(C)C)C2 (stereo not given)	3.4	0.0	-62.2	-0.1
CCN1CCN(C2=C(Cl)C(=O)N(c3ccc(OC)cc3)C2=O)CC1	-4.7	0.3	14.3	-0.3
CCOC(=O)c1ccc(NC(=O)COc2ccc(C(=O)NCc3ccccc3)cc2)cc1	-5.4	-0.2	-4.6	1.1
O=C(O)C1CC(C2CCCCN2)CN2CCCCC12 (stereo not given)	-16.3	-0.2	1.1	-1.7
O=C(CN1C(=O)[C@H]2CCCN2C(=O)c2ccccc21)NCC1CCCCC1	-1.2	0.0	0.5	1.7

2 compounds from above, showing only MITF primary:
Compound | MITF primary
COc1cc(/C=N\NC(=O)Cc2cccs2)cc(OC)c1O | 5.9
O=C(CN1C(=O)[C@H]2CCCN2C(=O)c2ccccc21)NCC1CCCCC1 | -1.2

Later entries:
SMILES	MITF primary	FBW7 act	TEAD-YAP inh	GPR151 ag
Cc1cc(Nc2ccccc2)n(C(C)(C)C)n1	6.2	-0.2	0.7	0.3
COC(CNC(=O)c1c[nH]c2ccc(S(=O)(=O)N3CCOCC3)cc2c1=O)OC	2.7	0.4	1.9	1.1
CCOC(=O)C1(CCOC)CCN(C2CCN(c3ccc(F)cc3)CC2)CC1	4.0	0.0	1.0	1.8
CN(C1=NC(=O)C(CC(=O)O)S1)c1ccc(O)cc1 (stereo not given)	-4.7	0.3	-1.0	1.1
Cc1ccc2c(c1)=C/C(=C\c1[nH]c(=S)[nH]c1O)C(=O)N=2	16.5	0.4	-5.7	-0.6
CCN1CCN(c2ccc(NC(=O)COc3cccc(C)c3C)cc2)CC1	7.6	-0.1	-0.1	-1.5
O=C(Nc1cc(Br)cc2cccnc12)c1ccc(F)cc1	4.2	0.0	-8.2	-0.4
O=S(=O)(Nc1ncccn1)c1ccc(NC(=S)NCc2ccccn2)cc1	5.9	-0.5	9.7	2.1
CCn1c(=O)c2c(nc(SCC(=O)Nc3ccc(C)cc3)n2C)n(C)c1=O	7.4	0.1	1.1	-1.5
Cn1c(CN2CCCCC2)nc2cc(NC(=O)c3ccccc3)ccc21	-7.4	-0.3	-12.9	2.7
COc1cc(/C=C(\C#N)[N+](=O)[O-])ccc1O	16.2	0.3	17.6	0.1
CC(=O)Nc1ccc(C(C#N)c2ccccc2)cc1 (stereo not given)	-1.9	-0.2	6.7	1.4
O=C(CSc1nc2cc(C(=O)NC3CCCCC3)ccc2c(=O)n1-c1ccccc1)c1ccccc1	-12.9	0.0	-0.8	-1.2
CCOC(=O)C1=C(O)/C(=C/c2ccc(C)o2)SC1=Nc1ccc([N+](=O)[O-])cc1	-4.5	-0.1	-3.0	0.6
O=C(NNC(=O)C12CC3CC(CC(C3)C1)C2)C12CC3CC(CC(C3)C1)C2	19.9	0.3	14.7	1.7
Cc1cccc(C)c1NC(=S)N(CCN1CCCCCC1)Cc1cccs1	3.9	-0.1	-9.6	0.8
C/C(=N/NC(=O)c1ccoc1C)c1ccc(F)cc1	-7.0	-0.2	-16.0	-7.4

Bioassay records (PubChem)

Random draw from the library; overall some 3.4% were active at least once.
